Screens from PubChem.
TRPC4 block = inhibitors of mouse TRPC4 channel. Q9QUQ5. HEK293 TRPC4beta/mu-opioid, DAMGO-evoked Fluo4 calcium flux; stronger effect = lower value. B-score at 10 µM. 0.39% of 300,000 active. AID 2247;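 active means B-score over 3 SD under the library average, no early fluorescence shift, positive overall ratio signal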
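System: stable TRPC4beta/mu-opioid receptor HEK293 cells; Dosing: single-point compound dosing; Measured by: Fluo4 Ca2+ flux fluorescence; Read-out basis: per-well B score of integrated baseline-normalized Fluo4 ratio.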
TRPC6 activator = activates the mouse TRPC6 cation channel. HEK293-TRPC6 membrane potential dye fluorescence; stronger effect = higher value. B-score at 10 µM. 0.13% of 310,000 active. AID 2550;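 active means B-score of the integrated fluorescence ratio above library mean plus 3 SD, and starting fluorescence ratio within library mean plus 5 SD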;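 further: higher score means more depolarization so channel activation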
Target sequence (Q61143 whole entry, looked up): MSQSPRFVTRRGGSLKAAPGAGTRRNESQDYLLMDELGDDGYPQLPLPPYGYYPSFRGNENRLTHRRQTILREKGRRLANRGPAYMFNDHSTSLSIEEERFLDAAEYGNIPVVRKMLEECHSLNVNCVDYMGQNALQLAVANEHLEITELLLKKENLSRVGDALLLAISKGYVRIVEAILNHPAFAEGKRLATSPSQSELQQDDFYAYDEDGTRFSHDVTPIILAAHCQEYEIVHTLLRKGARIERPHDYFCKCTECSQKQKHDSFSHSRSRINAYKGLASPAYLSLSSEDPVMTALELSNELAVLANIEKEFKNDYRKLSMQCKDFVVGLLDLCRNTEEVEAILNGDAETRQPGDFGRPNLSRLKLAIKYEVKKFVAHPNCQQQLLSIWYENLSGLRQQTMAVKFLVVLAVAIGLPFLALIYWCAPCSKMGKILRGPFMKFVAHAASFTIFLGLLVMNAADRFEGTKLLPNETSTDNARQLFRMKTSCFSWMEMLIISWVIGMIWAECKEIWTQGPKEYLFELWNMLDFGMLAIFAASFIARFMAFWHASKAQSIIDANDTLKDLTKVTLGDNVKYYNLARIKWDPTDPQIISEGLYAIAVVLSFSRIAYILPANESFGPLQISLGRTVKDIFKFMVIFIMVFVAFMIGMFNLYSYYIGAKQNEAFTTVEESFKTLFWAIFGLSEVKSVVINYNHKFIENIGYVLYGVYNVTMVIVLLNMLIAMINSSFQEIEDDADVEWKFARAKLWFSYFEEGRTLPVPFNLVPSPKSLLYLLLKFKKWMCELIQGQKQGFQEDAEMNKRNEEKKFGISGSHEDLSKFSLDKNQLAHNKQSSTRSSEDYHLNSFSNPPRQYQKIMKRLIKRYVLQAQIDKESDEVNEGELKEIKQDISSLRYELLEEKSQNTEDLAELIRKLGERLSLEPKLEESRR
MrgX1 PAM = human MrgX1 positive allosteric modulation, primary screen. B-score at 10 µM. MrgX1-HEK293, Fluo-4 calcium flux, FDSS; stronger effect = higher value. Q96LB2. 0.63% of 310,000 active. AID 588675;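 active means plate-corrected calcium response at least 3 library SD above typical, normal starting fluorescence, not activating the receptor alone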;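 further: compound read alongside a low EC10 to EC30 dose of BAM8-22 agonist; peak minus trough fluorescence over baseline measured at the second addition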
HIF activator = HIF pathway transcriptional activation. 0.32% of 300,000 active. activation, % at 7.5 µM (by protocol). U2OS HRE-luciferase reporter, luminescence; normalized: DMSO 0%, desferrioxamine 100%;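 active means mean activation of at least 10% of the iron chelator positive control signal, with at least half of replicates also reaching 10%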
TRPC4 potent = allosteric potentiators of mouse TRPC4 channel; Q9QUQ5; HEK293 TRPC4beta/mu-opioid, DAMGO EC20, Fluo-4 Ca2+ flux; stronger effect = higher value; B-score at 10 µM; 0.42% of 310,000 active; AID 2227;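 active means B-score of calcium response area above 5 SD of library B-scores, with initial fluorescence ratio within 5 SD of library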;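 further: B-score of integrated fluorescence ratio over time as area under calcium response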
AI-2 QS modul = Vibrio harveyi AI-2 quorum sensing modulation. Vibrio harveyi JMH597 AI-2 luminescence/OD600 ratio, 9 h; stronger effect = lower value; strain lacks LuxN and CqsS sensors; 0 = neutral-control median. activity change, % at 7.5 µM. 0.4% of 300,000 active; in the data active means activity change below about -75%, passing the limit was not always enough;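 further: luminescence divided by OD600 gain over 9 h not by final OD600 alone; inactives centre near 13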
TRPC4 agonist = opens the mouse TRPC4 cation channel | Q9QUQ5 | HEK293 TRPC4beta/mu-opioid, Fluo4 calcium fluorescence; stronger effect = higher value | 0.49% of 310,000 active | B-score at 10 µM | AID 2237;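 active means B-score above 5 SD of library B-scores, and initial fluorescence ratio not above library mean plus 5 SD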;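 further: positive B-score marks a calcium rise read as TRPC4 activation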
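System: HEK293 cells stably co-expressing mouse TRPC4beta and mu-opioid receptor; Schedule: Fluo4 dye loading 45 min at room temperature, 110 s recording; Detection: Fluo4 fluorescence, kinetic; Evaluation: B-scored integrated calcium fluorescence ratio; Controls: buffer (low) and maximal DAMGO (high).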
PolyA inhibitor = yeast polyadenylation inhibition. S. cerevisiae SKY197-pL101 polyadenylation reporter, beta-gal luminescence; efflux-impaired pdr1/pdr3 knockout yeast; score 100 = 6 SD above DMSO. calls only at 12 µM. 0.02% of 300,000 active. AID 1875;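 active means lowest replicate activity score at least 50, where 100 means six control SD above control mean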;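 further: yeast exposed to compound for 9 h at 30 °C; higher score means more reporter readthrough which indicates perturbed polyadenylation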
MrgX1 antag = human MrgX1 receptor antagonism, primary screen; Q96LB2; MRGX1-HEK293 calcium flux, Fluo-4, BAM8-22 antagonism; stronger effect = lower value; B-score at 10 µM; 1.3% of 310,000 active;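 active means calcium-response B-score plate-corrected more than 3 library SD below zero, starting fluorescence within 5 deviations, no agonist response on first addition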;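 further: peak minus trough fluorescence over baseline after final BAM8-22 challenge near maximal dose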
MrgX1 agonist = agonists of human MrgX1 receptor; Q96LB2; MrgX1-HEK293 cells, Fluo-4 calcium fluorescence, agonist mode; stronger effect = higher value; B-score at 10 µM; 0.44% of 310,000 active;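 active means calcium response B-score plate-corrected fluorescence ratio at least 3 library SD, with starting fluorescence B-score inside 5 SD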
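times = overnight plating, then 30 min 37 °C plus 30 min room-temperature dye loading | assay system = stable human MrgX1 HEK293 cell line | input = fifteen thousand cells per well | signal = kinetic calcium dye fluorescence, Fluo-4 NW | dosing = compound delivered in addition one of three | read-out = B-scored fluorescence response ratio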
TRPC6 inhibitor = inhibitors of mouse TRPC6 channel. Q61143. HEK293-TRPC6, membrane potential dye, ACh-evoked depolarization; stronger effect = lower value. B-score at 10 µM. 1.1% of 310,000 active. AID 2553;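 active means B-score under library mean minus 3 SD, initial fluorescence not abnormally high, positive integrated signal ratio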;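 further: B-score derived from integrated fluorescence ratio over the kinetic read; more negative B-score means stronger inhibition of depolarization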
* = called active by the depositor; i = inactive; · = no result given. The list is partial, so the mix of outcomes need not match the whole.

SMILES	TRPC4 block	TRPC6 activator	MrgX1 PAM	HIF activator	TRPC4 potent	AI-2 QS modul	TRPC4 agonist	PolyA inhibitor	MrgX1 antag	MrgX1 agonist	TRPC6 inhibitor
CCc1n[nH]c(=S)n1/N=C/c1ccc(-c2ccc(Br)cc2)o1	i	i	i	22*	i	18	i	i	i	i	i
O=S(=O)(NNc1nccc(C(F)(F)F)n1)c1cccc(Cl)c1Cl	i	i	i	-0.4	i	20	i	i	i	i	i
O=C(Cn1ccc2ccccc2c1=O)NCCC(=O)Nc1ccc(F)cc1F	i	i	i	0.8	i	·	i	i	i	i	i
CCN(CC)S(=O)(=O)c1cccc(C(=O)NC2CCCCC2)c1	i	i	i	0.6	i	13	i	i	i	i	i
CCN1CCN(c2cc(=O)n(-c3cc(Cl)ccc3C)c(=O)[nH]2)CC1	i	i	i	0.2	i	16	i	i	i	i	i
CS(=O)(=O)c1nc(-c2cccs2)cc(C(F)(F)F)n1	i	i	i	-5.6	i	-89*	i	i	i	36*	i
CC1CCN(S(=O)(=O)c2cccc(C(=O)Nc3ccccc3)c2)CC1	i	i	i	-1.1	i	25	i	i	i	i	i
COc1cccc(C2CC(c3cccs3)Nc3ncnn32)c1 (stereo unspecified)	i	i	i	-0.3	i	16	i	i	i	i	i
COc1ccc2nc(C)c3c(c2c1)OC(C(C)(Cl)Br)C3 (stereo unspecified)	i	i	i	-1.6	i	34	i	i	i	i	i
COc1ccc(NC2CCCN(C(=O)CCN3Cc4ccccc4C3=O)C2)cc1 (stereo unspecified)	i	i	i	-0.5	i	16	i	i	i	i	i
COC(=O)[C@H](C)[C@H]1C[C@]1(C)[C@H](NC(=O)OCc1ccccc1)c1ccccc1	i	i	i	-0.5	i	-3	i	i	i	i	i
O=C(CCc1nc2ccccc2c(=O)[nH]1)Nc1nnc(SCc2ccccc2)s1	i	i	i	-0.7	i	0	i	i	i	i	i
CC1C(=O)Nc2ccccc2N1C(=O)c1ccc(O)cc1 (stereo unspecified)	i	i	i	-1.7	i	18	i	i	i	i	i
COc1ccc(-c2noc(COc3ccc(Cl)c(C)c3)n2)cc1	i	i	i	-0.6	i	13	i	i	i	i	i
CCOC(=O)C1CCN(C(=O)COC(=O)C2CCN(S(=O)(=O)c3ccc(C)c(C)c3)CC2)CC1	i	i	i	-0.4	i	25	i	i	i	i	i
CCOc1ccc(C2Nc3ccccc3NC3=C2C(=O)CC(C)(C)C3)cc1OC (stereo unspecified)	i	i	i	-0.5	i	·	i	i	i	i	i
COc1ccc(OCc2n[nH]c(=S)o2)cc1	i	i	i	-0.1	i	18	i	i	i	i	i
O=C(NNC(=O)c1ccccn1)c1cccc([N+](=O)[O-])c1	i	i	i	-0.1	i	-28	i	i	i	i	i
CCOc1cc(CNCC(C)C)cc(Cl)c1OCc1ccccc1	i	i	i	-2.0	i	3	i	·	i	i	i
CCN(CC)S(=O)(=O)c1cc(NC(=O)CN2C(=O)NC(C)(c3ccccc3)C2=O)ccc1C (stereo unspecified)	i	i	i	-0.2	i	-31	i	i	i	i	i
COc1ccc(-n2c(SCC(=O)OC(C)C)nnc2-c2ccccn2)cc1	i	i	i	0.4	i	30	i	i	i	i	i
COc1ccc(NC(=O)c2cc(-c3ccc(C)cc3)on2)cc1	i	i	i	0.5	i	5	i	i	i	i	i
CCOc1ccccc1C(=O)N/N=C/c1coc2ccc(Cl)cc2c1=O	i	i	i	·	i	7	i	·	i	i	i
O=C(CNS(=O)(=O)c1ccccc1)Nc1ccc(F)cc1F	i	i	i	0.1	i	17	i	i	i	i	i
COc1ccccc1-c1cc(C(=O)NC(C)C)no1	i	i	i	3.2	i	63	i	i	i	i	i
CCOc1ccc(N(CC(=O)N/N=C/c2cc([N+](=O)[O-])ccc2Cl)S(C)(=O)=O)cc1	i	i	i	-0.3	i	20	i	i	i	i	i
Cc1ccc(N(CC(=O)N2CCOCC2)S(=O)(=O)c2ccccc2)cc1	i	i	i	0.2	i	11	i	i	i	i	i
CC(=O)Nc1ccc(S(=O)(=O)N2CCN(CCCOc3ccccc3Cl)CC2)cc1	i	i	i	-1.2	i	13	i	i	i	i	i
O=C1C2C3C=CC(CC3)C2C(=O)N1c1cccc(Br)c1 (stereo unspecified)	i	i	i	-6.7	i	35	i	i	i	i	i
O=C(COc1ccc(Cl)cc1)NCCCNC(=O)c1cnccn1	i	i	i	-0.1	i	8	i	i	i	i	i
CCOc1ccc(C(=S)NC2CCCCC2)cc1	i	i	i	3.0	i	-3	i	i	i	i	i
N=C1C(c2nc3ccccc3[nH]2)=C(O)CN1c1ccccc1	i	i	i	2.4	i	31	i	i	i	i	i
COc1cc(/C=N/O)cc(Cl)c1OC	i	i	i	0.0	i	9	i	i	i	i	i
O=[N+]([O-])c1ccc(C23CC4CC(CC(O)(C4)C2)C3)cc1	-6*	i	i	4.2	i	17	i	i	i	i	i
COc1ccc(-n2nc3c(N4CCC(C(=O)NC5CCCCC5)CC4)nnc(C)c3c2C)cc1	i	i	i	0.2	i	9	i	i	i	i	i
O=C(CCn1cnc2ccccc2c1=O)Nc1cccc(Cl)c1	i	i	i	-2.0	i	2	i	i	i	i	i
O=C(Cc1c(Cl)cccc1Cl)NC1CC1	i	i	i	0.0	i	29	i	i	i	i	i
O=C(NCCCN1CCOCC1)C1CCCN(S(=O)(=O)N2CCCCC2)C1 (stereo unspecified)	i	i	i	0.2	i	10	i	i	i	i	i
O=C(O)CCn1c(=O)[nH]c(=O)n(CCC(=O)O)c1=O	i	i	i	-0.3	i	21	i	i	i	i	i
Cn1cnc2c(N3CCCCC3)nccc21	i	i	i	0.4	i	20	i	i	i	i	i
CCc1cccc(Oc2nn[nH]n2)c1	i	i	i	0.3	i	12	i	i	i	i	i
CCC(C)NC(=O)c1ccccc1NC(=O)/C(=C/c1ccc(OC)cc1)c1ccccc1 (stereo unspecified)	i	i	i	-1.1	i	12	i	i	i	i	i
O=C(CC(c1ccco1)C1CCCCC1=O)c1ccco1 (stereo unspecified)	i	i	i	-1.7	i	15	i	i	i	i	i
CCCn1c(SCC(=O)N2CC(=O)Nc3ccccc32)nc2ccccc21	i	i	i	-0.7	i	-3	i	i	i	i	i
Cc1ccc(NC(=O)Cn2c(=O)oc3ccccc32)cc1	i	i	i	-0.1	i	-10	i	·	i	i	i
CCCCCCCN1C2=NCCN2c2ccccc21	i	i	i	0.0	i	12	i	i	i	i	i
Cc1ccc(S(=O)(=O)N(CCC(=O)O)c2ccccc2)cc1	i	i	i	0.0	i	10	i	i	i	i	i
CCC(=O)Nc1cccc(C2=NOC3(C2)C[C@@H](C(N)=O)N(C(=O)CC(c2ccccc2)c2ccccc2)C3)c1 (stereo partly specified)	·	i	i	-0.3	i	13	i	i	i	i	i
CCOC(=O)C1=C(N)Oc2c(oc(CO)cc2=O)C1c1ccc(F)c(F)c1 (stereo unspecified)	i	i	i	-0.3	i	42	i	i	i	i	i
CCCCn1c(N)c(N(CCOC)C(=O)C2CCN(c3ncnc4sc(C)c(C)c34)CC2)c(=O)[nH]c1=O	i	i	i	-0.1	i	39	i	i	i	i	i

Only TRPC4 block and MrgX1 agonist (3 entries from above):
Structure | TRPC4 block | MrgX1 agonist
CCCCn1c(N)c(N(CCOC)C(=O)C2CCN(c3ncnc4sc(C)c(C)c34)CC2)c(=O)[nH]c1=O | i | i
CCC(C)NC(=O)c1ccccc1NC(=O)/C(=C/c1ccc(OC)cc1)c1ccccc1 (stereo unspecified) | i | i
CCc1cccc(Oc2nn[nH]n2)c1 | i | i

Other entries:
SMILES	TRPC4 block	TRPC6 activator	MrgX1 PAM	HIF activator	TRPC4 potent	AI-2 QS modul	TRPC4 agonist	PolyA inhibitor	MrgX1 antag	MrgX1 agonist	TRPC6 inhibitor
COc1ccc(C(=O)N2CC3(C)CC2CC(C)(C)C3)cc1 (stereo unspecified)	i	i	i	-0.3	i	7	i	i	i	i	i
O=C1C2CC=C(Cl)CC2C(=O)N1CCc1c[nH]c2ccccc12 (stereo unspecified)	i	i	i	0.3	i	34	i	i	i	i	i
Cn1c(=O)[nH]c(=O)c2c1nc(N1CCOCC1)n2CC(O)COc1ccc2ccccc2c1 (stereo unspecified)	i	i	i	-0.5	i	9	i	i	i	i	i
CNC(=S)N1N=C(c2ccccc2)CC1c1ccccc1Cl (stereo unspecified)	i	i	i	0.4	i	9	i	i	i	i	i
CC1CC(C)(C)NC(=S)N1CCC(=O)NCc1ccc(Cl)cc1 (stereo unspecified)	i	i	i	0.1	i	0	i	i	i	i	i
CCC1(c2ccc(F)cc2)NC(=O)N(CC(=O)Nc2cc(S(=O)(=O)N(C)C)ccc2Cl)C1=O (stereo unspecified)	i	i	i	0.2	i	3	i	i	i	i	i
COc1ccc(N2CCN(S(=O)(=O)c3ccc(-c4cnc(C5CC5)o4)cc3)CC2)cc1	i	i	i	-0.2	i	15	i	i	i	i	i
C=CCn1c(N)c(C(=O)OC(C)(C)C)c2nc3ccccc3nc21	i	i	·	0.1	i	-5	i	i	·	·	i
Cc1cccc(COc2ccc(/C=C3/C(=O)N(C)C(=S)N3C)cc2)c1	i	i	i	0.0	i	12	i	i	i	i	i
COc1ccc(NC(=O)CSc2nc3ccccc3c(=O)n2CCCN2CCC(C)CC2)c(OC)c1	i	i	i	-0.8	i	17	i	i	i	i	-9.2*
COc1ccc(C(=O)N2CCN(C(=O)c3ccncc3)CC2)cc1	i	i	i	0.2	i	16	i	i	i	i	i
CCOC(=O)N1C(=O)[C@](CC)(c2ccccc2)N1C(=O)OCC	i	i	i	-0.7	i	26	i	i	i	i	i
O=C1CN(c2nc(-c3cccnc3)nc3sc4c(c23)CCCC4)CCN1	i	i	i	0.9	i	15	i	i	i	i	i
COc1ccc(-n2nc(C)cc2N)cc1	i	i	i	-1.4	i	9	i	i	i	i	i
S=C(c1ccc2c(c1)OCO2)N1CCCC1	i	i	i	-0.4	i	18	i	i	i	i	i
Cc1cc(C)nc(SCc2ccc(Br)cc2)n1	i	i	i	-0.9	i	-22	i	i	i	i	i
